# Bioassay records as filed in PubChem BioAssay.
# TDP1 cell CPT: qHTS for Inhibitors of human tyrosyl-DNA phosphodiesterase 1 (TDP1): qHTS in cells in presence of CPT; 420,000 compounds, 12% hits; chicken DT40 Tdp1-/-;hTDP1 cells + 20 nM CPT, ATP luminescence, 48 h; AID 686979, 2013; Potency, µM (titrated, usually from 46.2 µM), without a hit: at the top dose activity change, negative = growth inhibition, actives largely listed as inhibitors; further: nearly all actives have a fitted effect of over 55% in size
#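 Chicken DT40 Tdp1-/- cells stably complemented with human TDP1 were seeded at 400 cells/well in medium containing 20 nM camptothecin, exposed to pin-transferred compounds, and grown at 37 °C for at least 48 hr. Viability was read as ATP luminescence.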
# TDP1 inh: qHTS Assay for Inhibitors of Tyrosyl-DNA Phosphodiesterase (TDP1) | Tyrosyl-DNA phosphodiesterase 1 (Homo sapiens), Q9NUW8 | recombinant TDP1, AlphaScreen DNA substrate cleavage | Potency, µM (series often up to 130 µM), without a hit: top-dose activity change, negative = inhibition, hits mostly inhibitors | 350,000 compounds, 0.28% hits | AID 485290, 2010; further: nearly all actives have a fitted effect of over 40% in size
# Target sequence (Q9NUW8 whole entry, looked up): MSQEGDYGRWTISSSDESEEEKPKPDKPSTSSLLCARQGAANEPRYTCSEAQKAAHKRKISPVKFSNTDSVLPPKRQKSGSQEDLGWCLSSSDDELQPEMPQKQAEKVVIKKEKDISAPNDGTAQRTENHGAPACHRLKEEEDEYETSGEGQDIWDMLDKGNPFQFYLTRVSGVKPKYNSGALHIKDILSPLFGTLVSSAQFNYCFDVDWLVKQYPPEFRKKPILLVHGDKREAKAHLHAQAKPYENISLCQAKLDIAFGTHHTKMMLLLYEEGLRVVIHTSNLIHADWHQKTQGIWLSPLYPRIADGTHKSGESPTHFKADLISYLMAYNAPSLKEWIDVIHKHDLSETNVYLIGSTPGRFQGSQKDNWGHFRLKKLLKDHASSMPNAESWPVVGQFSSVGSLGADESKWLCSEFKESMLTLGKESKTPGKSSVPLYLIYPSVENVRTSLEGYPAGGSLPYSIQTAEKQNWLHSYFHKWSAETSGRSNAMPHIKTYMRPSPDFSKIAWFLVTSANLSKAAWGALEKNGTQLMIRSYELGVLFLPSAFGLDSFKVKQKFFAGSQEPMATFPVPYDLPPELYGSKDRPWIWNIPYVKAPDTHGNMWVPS
#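 Compounds were preincubated with Tdp1 (1 nM final) for 15 min at room temperature before substrate (15 nM final) started a 5 min reaction; beads (10 ug/ml final) were then added for 10 min before AlphaScreen detection.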
# DT40 TDP1 no CPT: qHTS for Inhibitors of human tyrosyl-DNA phosphodiesterase 1 (TDP1): qHTS in cells in absence of CPT. DT40 Tdp1-/- hTDP1 cells, no CPT, ATP luminescence, 48 h. Potency, µM (top dose mostly 46.2 µM), for inactives: at the top dose activity change, negative = growth inhibition, hits mostly inhibitors. 420,000 compounds, 15% hits. AID 686978, 2013; further: nearly all actives have a fitted effect of over 55% in size
#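 Camptothecin absent (DMSO only). Human TDP1-complemented DT40 knockout cells, 400 cells/well, 37 °C for minimum 48 hr; ATP measured via CellTiter-Glo, 30 min dark incubation, luminescence.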
# * = called active by the depositor; u = inconclusive; x = not tested or not shown; [ ] = dose if it differs, or a comment. The call rests on the fitted dose curve; in most records, active means well fitted curve in the direction sought with a large enough effect; inconclusive means small, poorly fitted or top-dose-only effect, or another doubt; inactive means no such curve, though single readings can be large; an effect the other way counts as inactive or inconclusive. On the % scale 0 is the no-effect control and ±100 the full control effect; potency means the concentration at half of the fitted maximal effect.
# Sample of the layout (19 entries):
# Value order – TDP1 cell CPT, TDP1 inh, DT40 TDP1 no CPT
1	O=C(OCCCN=C1NS(=O)(=O)c2ccccc21)C1CC(=O)N(c2ccc(Cl)cc2)C1 (stereo not given)
 : -23%, 2%, -27%
2	COc1ccc(CCNc2nc(-c3ccc(O)cc3)cs2)cc1OC
 : 16µM*, 10%, 16µM*
3	COc1ncc(-c2c(-c3ccccc3OC)sc3ccccc23)cn1
 : u, x, u
4	CCOC(=O)CCCNC(=O)COC(=O)c1cccc(F)c1
 : 5%, 2%, u
5	COc1ccc(OC)c(CNc2ncc(-c3ccc(Cl)cc3)n2C)c1
 : 16µM*, 5%, 16µM*
6	Cc1cc(C)cc(N(CC(=O)NC2CCCC2)C(=O)CCC(=O)Nc2cc(C)ccn2)c1
 : -3%, x, u
7	O=C(Nc1ccc(N2CCOCC2)cc1)Nc1cnsn1
 : u, 5%, -20%
8	CCOC(=O)c1c(-c2ccccc2)csc1NC(=O)c1ccc(S(=O)(=O)N2CCOCC2)cc1
 : 5.8µM*, 0%, 10µM*
9	Cc1cc(=O)oc2c(C)c(OC(C)C(=O)Nc3ccc(N4CCC(C)CC4)cc3)ccc12 (stereo not given)
 : -29%, 9%, -24%
10	COc1ccc2ccccc2c1CN1CCSCC1
 : -6%, x, -4%
11	O=C(NCc1ccccc1)c1ccc(S(=O)(=O)Nc2cccc(C(F)(F)F)c2)cc1
 : -21%, x, -1%
12	O=[N+]([O-])c1nccn1C1C=CC(O)C(CO)O1 (stereo not given)
 : -7%, x, 3%
13	Cc1noc(C)c1-c1cc(NCc2ccccc2)ncn1
 : u, 7%[56.1 µM], 23µM*
14	COc1ccccc1C(=O)OCC(=O)Nc1ccc(OC(F)F)cc1
 : 1%, -10%, -23%
15	Cc1cccc2c1cnn2C(=O)CCC(=O)NCC(C)c1ccccc1 (stereo not given)
 : -9%, x, -4%
16	CN(Cc1cc2ccccc2[nH]c1=O)C(=O)COc1ccccc1
 : 1%, x, 8%
17	O=C(CSc1nnc(Cc2cccs2)n1-c1ccccc1)Nc1ccc2c(c1)OCCO2
 : -16%, 11%, -29%
18	CC(C(=O)Nc1cc(Cl)cc(Cl)c1)N1CCCC1 (stereo not given)
 : -3%, x, 7%
19	CCOC(=O)N1CCN(C(=O)c2nn(C)c3c2CSc2ccccc2-3)CC1
 : u, x, 16µM*

# The whole of this part (from the top)
# Value order – TDP1 cell CPT, TDP1 inh, DT40 TDP1 no CPT
1	O=C(OCCCN=C1NS(=O)(=O)c2ccccc21)C1CC(=O)N(c2ccc(Cl)cc2)C1 (stereo not given)
 : -23%, 2%, -27%
2	COc1ccc(CCNc2nc(-c3ccc(O)cc3)cs2)cc1OC
 : 16µM*, 10%, 16µM*
3	COc1ncc(-c2c(-c3ccccc3OC)sc3ccccc23)cn1
 : u, x, u
4	CCOC(=O)CCCNC(=O)COC(=O)c1cccc(F)c1
 : 5%, 2%, u
5	COc1ccc(OC)c(CNc2ncc(-c3ccc(Cl)cc3)n2C)c1
 : 16µM*, 5%, 16µM*
6	Cc1cc(C)cc(N(CC(=O)NC2CCCC2)C(=O)CCC(=O)Nc2cc(C)ccn2)c1
 : -3%, x, u
7	O=C(Nc1ccc(N2CCOCC2)cc1)Nc1cnsn1
 : u, 5%, -20%
8	CCOC(=O)c1c(-c2ccccc2)csc1NC(=O)c1ccc(S(=O)(=O)N2CCOCC2)cc1
 : 5.8µM*, 0%, 10µM*
9	Cc1cc(=O)oc2c(C)c(OC(C)C(=O)Nc3ccc(N4CCC(C)CC4)cc3)ccc12 (stereo not given)
 : -29%, 9%, -24%
10	COc1ccc2ccccc2c1CN1CCSCC1
 : -6%, x, -4%
11	O=C(NCc1ccccc1)c1ccc(S(=O)(=O)Nc2cccc(C(F)(F)F)c2)cc1
 : -21%, x, -1%
12	O=[N+]([O-])c1nccn1C1C=CC(O)C(CO)O1 (stereo not given)
 : -7%, x, 3%
13	Cc1noc(C)c1-c1cc(NCc2ccccc2)ncn1
 : u, 7%[56.1 µM], 23µM*
14	COc1ccccc1C(=O)OCC(=O)Nc1ccc(OC(F)F)cc1
 : 1%, -10%, -23%
15	Cc1cccc2c1cnn2C(=O)CCC(=O)NCC(C)c1ccccc1 (stereo not given)
 : -9%, x, -4%
16	CN(Cc1cc2ccccc2[nH]c1=O)C(=O)COc1ccccc1
 : 1%, x, 8%
17	O=C(CSc1nnc(Cc2cccs2)n1-c1ccccc1)Nc1ccc2c(c1)OCCO2
 : -16%, 11%, -29%
18	CC(C(=O)Nc1cc(Cl)cc(Cl)c1)N1CCCC1 (stereo not given)
 : -3%, x, 7%
19	CCOC(=O)N1CCN(C(=O)c2nn(C)c3c2CSc2ccccc2-3)CC1
 : u, x, 16µM*
20	Cc1ccc(S(=O)(=O)Nc2ccccc2CNc2cccc(C)n2)cc1
 : u, 4%, 16µM*
21	O=C(N=Nc1c(O)[nH]c2ccc(F)cc12)c1ccc(NS(=O)(=O)c2cccs2)cc1
 : 33%[activator], -21%, 10%
22	COc1ccc(-c2cnnc(N/N=C/c3ccc(OC)c(OC)c3)n2)cc1
 : u, -5%, u
23	Cc1ccnc(SCCn2c(N3CCOCC3)nc3c2c(=O)[nH]c(=O)n3C)n1
 : 13%, x, -3%
24	C=CCCN([C@H](CO)Cc1ccccc1)S(=O)(=O)c1ccccc1Br
 : u, -2%[56.1 µM], -20%
25	O=C1[C@H]2[C@@H](c3ccc(F)cc3)N3C(=O)N(c4ccc(C(F)(F)F)cc4)C(=O)[C@@]3(Cc3ccccc3)[C@H]2C(=O)N1C1CCCCC1
 : u, x, 12µM*
26	Oc1ccccc1C1OCC2(CO1)COC(c1ccccc1O)OC2 (stereo not given)
 : u, 0%, -6%
27	Cc1cc(C)n(-c2ccc(C(=O)O)cc2[N+](=O)[O-])n1
 : 15%, 1%, -1%
28	CCCS(=O)(=O)N1CCC(C(=O)NCCc2ccccc2)CC1
 : -7%, -1%, 4%
29	CCOC(=O)c1c(C)[nH]c(C(=O)COC(=O)C2CC2C)c1C (stereo not given)
 : -2%, 1%, -26%
30	CN(C)CC1CCCCC1OC(=O)/C=C/c1ccc(Cl)cc1Cl (stereo not given)
 : u, 5%, u
31	O=C(NCCN1CCN(c2ccccc2)CC1)C1CCN(S(=O)(=O)c2cccs2)CC1
 : u, 6%, u
32	COC(=O)c1ccc(Nc2nnc(-c3ccc(C)c(S(=O)(=O)N4CCN(C)CC4)c3)c3ccccc23)cc1
 : u, x, 23µM*
33	Cc1cccc(C(=O)NCC(=O)Nc2ccc(S(=O)(=O)Nc3nc(C)cc(C)n3)cc2)c1
 : 1%, 5%, -16%
34	CN(C(=O)c1cccc(NC(=O)c2ccccc2)c1)C1CCCCC1
 : u, 5%, 10%
35	CCN1C(=O)S/C(=C/c2cn(C)c3ccccc23)C1=O
 : -4%, 3%, -20%
36	COc1cccc(-c2cc(C(F)(F)F)nc(NCCc3ccccc3)n2)c1
 : u, -3%, u
37	CCOC(=O)C1=C(COC(=O)C(CC)Oc2ccccc2)NC(=O)NC1C (stereo not given)
 : 18%, x, -4%
38	Cc1ccn2c(=O)nc(SCC(=O)Nc3ccc4c(c3)OCCO4)nc2c1
 : u, x, u
39	CCN(CC)S(=O)(=O)c1cccc(C(=O)NC(C(=O)Nc2nnc(C3CC3)s2)C(C)C)c1 (stereo not given)
 : -5%, -1%, u
40	O=C(CN(Cc1ccccc1)S(=O)(=O)c1ccc(Br)cc1)NCc1ccco1
 : -8%, -4%, -5%
41	O=C(COC(=O)c1cc([N+](=O)[O-])ccc1NCCO)c1ccc(Cl)cc1
 : 1%, 3%, -8%
42	COc1ccc(NC(=O)C2C3C=CC4(O3)C2C(=O)N(CCCN2CCCC(C)C2)C4C(=O)NC2CCCCC2)cc1 (stereo not given)
 : 8%, 0%[0.0935 µM], 4%
43	COc1ccccc1C(=O)NCCC(=O)Nc1ccc(C)cn1
 : -11%, 3%, 10%
44	Cc1nc(CC(=O)NNS(=O)(=O)c2cccc(Cl)c2Cl)cs1
 : -4%, -13%, -2%
45	COc1cc(NC(=O)Cn2ncc3c2-c2ccccc2OC3)cc(OC)c1OC
 : u, 1%, u
46	Cn1cccc1C(=O)N1CCC2(CC1)CN(c1ccccn1)C2
 : -20%, x, u
47	Cc1ccc(NS(=O)(=O)c2ccc(Cl)s2)nc1
 : -17%, 1%, 9%
48	Cc1ccc(S(=O)(=O)N(C)C)cc1NC(=O)COC(=O)Cc1cccs1
 : -2%, x, 4%
49	Cc1ccc(NC(=O)C2CCN(S(=O)(=O)c3ccc4c(c3)NC(=O)C(C)S4)CC2)c(Cl)c1 (stereo not given)
 : 13µM*, 3%, 21µM*
50	Cc1ccc(C)c(S(=O)(=O)N2CCN(C(=O)CSC(=S)N3CCCC3)CC2)c1
 : -4%, x, -23%

# (list continues)
# Value order – TDP1 cell CPT, TDP1 inh, DT40 TDP1 no CPT
51	CCn1cc(CN2CCN(Cc3cccc(OC)c3)C(CCO)C2)c(C)n1 (stereo not given)
 : -18%, -7%, 2%
52	CCOc1ccc(S(=O)(=O)N2CCOCC2)c2ccccc12
 : -26%, 2%, -29%
53	O=C(Cn1cnc2c(nnn2-c2ccc(F)cc2)c1=O)N1CCCC1
 : -7%, 4%, 1%
54	COc1ccc(C2CC(c3ccccc3)n3nc(NC(=O)c4cccs4)nc3N2)cc1 (stereo not given)
 : 1%, 13%, u
55	COc1ccc(NC(=O)C2=CCN(S(=O)(=O)c3ccccc3)CC2)cc1OC
 : -15%, 4%, -5%
56	CCn1c(=O)cc(SCC(=O)NCCc2cccc(C)c2)c2ccccc21
 : u, 0%, u
57	CC(Sc1nnc(N)s1)C(=O)NCc1ccc2c(c1)OCO2 (stereo not given)
 : 2%, 2%, -1%
58	CCN(CC)S(=O)(=O)c1ccc2c(c1)c(=O)c(C(=O)N1CCN(c3cc(Cl)ccc3C)CC1)cn2C
 : 16µM*, 2%, u
59	Cc1cccc(NC2=NCC(=O)N2Cc2cccs2)c1
 : 1%, 2%, -2%
60	Cc1ccn2c(=O)c(C(=O)O)cnc2c1
 : 22%, 3%, -16%
61	O=C(O)c1ccc(NCc2ccncc2)cc1
 : 2%, 7%, 3%
62	C#CCOc1c(Br)cc(/C=N/O)cc1OCC
 : -17%, 3%, 29µM*
63	CN(c1ccccc1)S(=O)(=O)c1cccc(NC(=O)CN2C(=O)NC3(CCCC3)C2=O)c1
 : u, -6%, u
64	CCOC(=O)C1CCN(C(=O)Nc2ccc(NC(=O)C3CCN(C(=O)OCC)CC3)cc2)CC1
 : 0%, 8%, -10%
65	CC(/C=N/NC(=O)c1cccs1)=C\c1ccco1
 : 7%, 3%, -7%
66	O=C(c1ccco1)N(Cc1cccs1)c1ccc(F)cc1
 : -3%, 1%, -18%
67	CC(NC(=O)c1ccc(CS(=O)(=O)c2cccc(C(F)(F)F)c2)o1)c1ccc2c(c1)OCCO2 (stereo not given)
 : u, -2%, -24%
68	O=[N+]([O-])c1ccc(/C=N/n2c(C3CCCCC3)n[nH]c2=S)cc1
 : u, 1%, 16µM*
69	CCCOC(=O)c1ccc(NC(=O)CSC2=Nc3ccccc3C3CC=NN23)cc1 (stereo not given)
 : 23µM*, 1%, u
70	CC(C)(C)c1nc(SCC(=O)Nc2nc3c(s2)CCCC3)c2ccccc2n1
 : 15µM*, 7%, 12µM*
71	O=C(Nc1ccn(C2CC(OC(=O)c3ccccc3)C(CO)O2)c(=O)n1)c1ccccc1 (stereo not given)
 : -2%, 4%, -5%
72	O=C(COC(=O)CNC(=O)c1ccccc1)Nc1nnc(-c2ccccc2)o1
 : -28%, -11%[0.505 µM], 10%
73	Fc1cccc(Cl)c1CNCCSc1nnnn1-c1ccccc1
 : u, 7%, u
74	COC(=O)c1[nH]cnc1C(=O)c1ccccc1
 : -26%, 7%, -8%
75	CN(CCO)C1=CC(=O)CC(C)(C)C1
 : -11%, 2%, -14%
76	COc1ccc(C(=O)N/C(=C\c2cc(OC)c(OC)cc2[N+](=O)[O-])C(=O)NCC(=O)O)cc1
 : 22%, 0%, -4%
